# Caspase-1 inhib: qHTS Assay for Allosteric/Competitive Inhibitors of Caspase-1 | P29466 | Caspase-1 enzyme, Ac-WEHD-AFC fluorogenic rate | Potency, µM (titrated, usually from 57.5 µM), inactives show at the top dose activity change, negative = inhibition, actives largely listed as inhibitors | 0.03% of 75,000 active | AID 900, 2007;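 also: potency is read from the fitted curve at half-maximal effect; plate controls were vehicle for no effect and no substrate for full effect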
# CRE-bla Fsk: Cell signaling CRE-BLA (Fsk stim); Potency, µM (doses to about 38.2 µM), for inactives: top-dose activity change, negative = inhibition, usual class: activators; CHO CRE-bla reporter (cAMP response element driving beta-lactamase), forskolin EC10, beta-lactamase ratio; 2.5% of 71,000 active; active = well fitted activation curve with a large enough effect in the signal ratio, with a control signal flat, not every such curve was filed as active; inconclusive = small, poorly fitted or top-dose-only effect, or effect the other way, or a change in a side signal; the % refers to the signal ratio; also: potency is read from the fitted curve at half-maximal effect; % of control where 0% means no effect
#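 Titrated compounds plus EC10 NKH 477 on CHO CRE-bla cells, 3 h, 37 °C. CCF4, 2 h RT. Ratio 460/530 nm → AC50.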
# A350 autofl: qHTS Assay for Spectroscopic Profiling in A350 Spectral Region; max dye-equivalent concentration, M; 11% of 59,000 active; Compound autofluorescence, 340/450 nm, Alexa 350 dye-equivalents; active compounds read high; in the data active = max dye-equivalent concentration above about 10 nM; inconclusive = mostly about 1.1 nM to 9.6 nM
# ERK AVP block: qHTS Assay for Inhibitors of the ERK Signaling Pathway using a Homogeneous Screening Assay; 0.99% of 72,000 active; Potency, µM (series often up to 57.5 µM), inactives show top-dose activity, negative = inhibition, most hits filed as inhibitors; HEK293-V1b, vasopressin-stimulated pERK AlphaScreen; also: potency is read from the fitted curve at half-maximal effect; % is scaled to controls: 0 for no effect and ±100 for the full control effect; nearly all actives have a fitted effect of over 55% in size
#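 V1b-HEK293 cells; cpd 30 min 37C; 25 nM vasopressin 5 min; lyse 10 min; AlphaScreen beads 5 hr RT. Normalized to DMSO basal and 25 nM vasopressin; AC50 by Hill fit.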
# BRCT inh red: qHTS Assay for Inhibitors of BRCT-Phosphoprotein Interaction (Red Fluorophore); Breast cancer type 1 susceptibility protein (Homo sapiens), P38398; BRCT-phosphopeptide binding, red fluorescence polarization; Potency, µM (highest dose often 76.9 µM), for the others: top-dose activity change, negative = inhibition, hits mostly inhibitors; 0.03% of 75,000 active; AID 892, 2007; also: % is scaled to controls: 0 for no effect and ±100 for the full control effect
#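 Rhodamine-labelled pBACH1 10-mer (100 nM) bound to BRCT domain (100 nM) at pH 7.3; compounds incubated 12 min room temperature, polarization read. Free peptide defines full inhibition; unlabelled decapeptide titrated as control.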
# HEK293 cAMP cs: qHTS Assay for Agonists of the Thyroid Stimulating Hormone Receptor: Activators of Intracellular cAMP Concentrations in Parental HEK 293; parental HEK293 CNG cAMP sensor, membrane potential fluorescence; Potency, µM (highest dose often 57.1 µM), without a hit: top-dose activation, actives largely listed as activators; 2.5% of 73,000 active; AID 938, 2007; also: potency is read from the fitted curve at half-maximal effect; % of control where 0% means no effect; nearly all actives have a fitted effect of over 55% in size
#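 Counterscreen for endogenous-receptor signalling: CNG-channel HEK 293 cells report cAMP rise by membrane depolarization. After 60 min dye equilibration with 100 uM RO 20-1724, compounds incubated 30 min before bottom-read fluorescence at 590 nm.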
# Tau filament bind: qHTS Assay for Tau Filament Binding; Microtubule-associated protein tau (Homo sapiens), P10636; recombinant tau filaments, thioflavin S fluorescence, 15 h; filaments grown with octadecylsulfate alongside compound; Potency, µM (doses to about 57.1 µM), inactives show at the top dose activity change, negative = inhibition; 2% of 71,000 active; AID 596, 2007;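 also: potency is read from the fitted curve at half-maximal effect; % is scaled to controls: 0 for no effect and ±100 for the full control effect; actives lower thioflavin S fluorescence by blocking filaments or displacing dye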
# Target sequence (P10636 whole entry, looked up): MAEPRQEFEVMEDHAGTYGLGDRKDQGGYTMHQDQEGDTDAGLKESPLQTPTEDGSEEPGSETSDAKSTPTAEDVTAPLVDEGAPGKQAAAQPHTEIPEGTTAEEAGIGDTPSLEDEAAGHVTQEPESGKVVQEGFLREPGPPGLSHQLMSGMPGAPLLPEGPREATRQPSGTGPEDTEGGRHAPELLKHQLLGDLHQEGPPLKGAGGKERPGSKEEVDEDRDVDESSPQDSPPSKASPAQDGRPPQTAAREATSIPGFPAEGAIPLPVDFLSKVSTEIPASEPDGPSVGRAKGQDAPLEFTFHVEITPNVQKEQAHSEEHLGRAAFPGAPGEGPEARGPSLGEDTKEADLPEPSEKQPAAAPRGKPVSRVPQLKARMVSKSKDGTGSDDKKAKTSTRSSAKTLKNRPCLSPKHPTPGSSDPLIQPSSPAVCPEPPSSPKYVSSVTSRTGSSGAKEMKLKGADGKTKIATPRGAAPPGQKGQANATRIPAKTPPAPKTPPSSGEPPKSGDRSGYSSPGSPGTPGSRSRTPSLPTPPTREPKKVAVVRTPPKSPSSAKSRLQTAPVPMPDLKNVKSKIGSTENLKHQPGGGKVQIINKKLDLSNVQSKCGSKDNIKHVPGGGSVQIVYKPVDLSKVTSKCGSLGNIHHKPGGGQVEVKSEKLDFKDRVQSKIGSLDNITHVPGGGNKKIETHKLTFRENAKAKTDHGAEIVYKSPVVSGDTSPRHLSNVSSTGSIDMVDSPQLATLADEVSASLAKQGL
#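 His-tagged recombinant human tau (exons 2, 3, 10; 1 uM final) fibrillized with 30 uM sodium octadecylsulfate, 15 h at 37 C, in pH 7.4 HEPES buffer with 10 uM thioflavine S and 5 mM DTT. Reduced ThS fluorescence (450/510 nm) marks activity.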
# Luciferase inh: qHTS Assay for Inhibitors of Firefly Luciferase. Luciferin 4-monooxygenase (Photinus pyralis), P08659. purified firefly luciferase, luminescence, 8 min. Potency, µM (titrated, usually from 57.1 µM), inactives show top-dose activity change, negative = inhibition, actives largely listed as inhibitors. 2.2% of 72,000 active. AID 411, 2009; also: potency is read from the fitted curve at half-maximal effect; % is scaled to controls: 0 for no effect and ±100 for the full control effect; nearly all actives have a fitted effect of over 40% in size
#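 Luminescence read-out after 8 min at room temperature; enzyme reaction used luciferin plus 10 uM ATP (linear range) in imidazole buffer pH 7.2 with KCl, MgCl2, Tween 20 and BSA. Each sample was run as a titration.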
# BRCT inh green: qHTS Assay for Inhibitors of BRCT-Phosphoprotein Interaction (Green Fluorophore); Breast cancer type 1 susceptibility protein (Homo sapiens), P38398; BRCA1 BRCT-phosphopeptide binding, green fluorescence polarization; Potency, µM (top dose mostly 76.9 µM), for the others: top-dose activity change, negative = inhibition, usual class: inhibitors; 0.05% of 75,000 active; AID 875, 2007;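 also: potency is read from the fitted curve at half-maximal effect; plate controls were peptide without protein for full effect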
#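 Compounds were incubated for 12 min at room temperature with a complex of 100 nM fluorescein-tagged pBACH1 decapeptide and 250 nM His-tagged BRCT protein. Buffer was phosphate pH 7.3 with EDTA, DTT and Tween 20. Disruption of binding lowers the polarization signal.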
# Caspase-7 inhib: qHTS Assay for Allosteric/Competitive Inhibitors of Caspase-7; P55210; recombinant caspase-7, Ac-DEVD-AFC fluorescence rate; Potency, µM (titrated, usually from 57.5 µM), without a hit: at the highest dose activity change, negative = inhibition, hits mostly inhibitors; 0.02% of 75,000 active; active = well fitted inhibition curve with a large enough effect in the main read-out, with a control signal flat, not every such curve was filed as active; inconclusive = small, poorly fitted or top-dose-only effect, or a change in a side signal; also: potency is read from the fitted curve at half-maximal effect; % of control where 0% means no effect
# Target sequence (P55210 24-198 limits assumed): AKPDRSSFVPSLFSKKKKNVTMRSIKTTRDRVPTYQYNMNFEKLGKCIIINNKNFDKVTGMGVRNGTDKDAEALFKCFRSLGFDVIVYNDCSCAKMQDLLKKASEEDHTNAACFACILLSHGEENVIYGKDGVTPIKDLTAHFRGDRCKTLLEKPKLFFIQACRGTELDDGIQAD
# Target sequence (P55210 207-303 limits assumed): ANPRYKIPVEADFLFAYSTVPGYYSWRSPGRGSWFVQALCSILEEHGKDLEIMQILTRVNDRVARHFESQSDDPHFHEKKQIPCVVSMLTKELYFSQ
# USP2a inhib: qHTS Assay for Inhibitors of Ubiquitin-specific Protease USP2a | 0.1% of 60,000 active | USP2a enzymatic assay, qHTS inhibition | Potency, µM (highest dose often 38.3 µM), for inactives: at the highest dose activity change, negative = inhibition, actives largely listed as inhibitors | Ubiquitin carboxyl-terminal hydrolase 2 (Homo sapiens), O75604;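 also: potency is read from the fitted curve at half-maximal effect; nearly all actives have a fitted effect of over 60% in size; plate controls were DMSO for no effect and NEM full inhibition control for full effect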
#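 Inhibition is measured in a cell-free coupled assay with 20 nM USP2 core, 20 nM Ub-PLA2 and 20 uM NBD C6-HPC, 2.5 h incubation. Activity normalized to NEM control.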
# The depositor's hits bear a star; i = inactive; ? = inconclusive; . = no result given; & = joins results of further samples; [ ] = remark or other dose. Unless noted, calls follow the shape of the dose curve; as a rule, active = well fitted curve in the direction sought with a large enough effect; inconclusive = small, poorly fitted or top-dose-only effect, or another doubt; inactive = no such curve, though single readings can be large; an effect the other way counts as inactive or inconclusive. Hits appear at their usual frequency; 16% or so of the library scored in one or more.
SMILES,Caspase-1 inhib,CRE-bla Fsk,A350 autofl,ERK AVP block,BRCT inh red,HEK293 cAMP cs,Tau filament bind,Luciferase inh,BRCT inh green,Caspase-7 inhib,USP2a inhib
CC(=O)CCC(=O)NCCc1ccccc1F,?,0.2%,.,16.7%,0.5%,1.6%,0.7%,-1.6%,0.5%,0.8%,-1.2%
COc1ccc(C2C(C(=O)c3ccco3)=C(O)C(=O)N2Cc2cccnc2)cc1OC (stereo unspecified),-2.2%,3.4%,.,13.2%,-1.3%,12.2%,-6.9%,2.0%,-0.3%,-1.2%,-2.1%
Nn1c(COc2ccccc2)nnc1SC(F)F,-1.2%,-5.3%,i,-9.6%,-0.2%,1.3%,-8.7%,-1.0%,-1.8%,0.3%,-5.8%
Cc1ccc2nc(NC3=NCN(Cc4ccc5c(c4)OCO5)CN3)nc(C)c2c1,-1.6%,-0.5%,i,21.0%,-1.9%,4.9%,12.2%,2.5%,1.4%,-0.6%,1.2%
CN1CCCC[C@@H]1CCN1c2ccccc2Sc2ccc(S(C)=O)cc21 (stereo partly specified),4.5%[11.5 µM],?,?,-10.3%[11.5 µM],-0.8%[15.4 µM],?,4.3%[11.4 µM],3.1%[11.4 µM],-4.7%[15.4 µM],-1.8%[11.5 µM],-2.6%[17.1 µM]
CN1CCCC2(CCN(S(=O)(=O)c3ccccc3)CC2)C1,-0.5%,-1.8%,i,-1.3%,-1.9%,9.6%,-12.0%,-0.1%[11.4 µM],-0.6%,2.8%,11.7%
CC1CCCCC1N1CCN(C(=O)c2cccc(F)c2)CC1 (stereo unspecified),4.4%,?,i,-6.6%,1.6%,14.0%,-2.3%,0.4%,-1.5%,-1.8%,-9.8%
COc1ccc(-c2cc(C(=O)NCCN3CCOCC3)c3ccccc3n2)c(OC)c1,-1.2%,?,.,-5.9%,0.3%,5.2%,-13.7%,0.0%,-0.7%,-2.9%,.
Cc1cc(=O)[nH]c(SCC(=O)Nc2nc3c(s2)CCCC3)n1,-2.6%,-3.7%,i,-17.9%,0.4%,2.4%,-6.1%,0.2%,-0.9%,-1.3%,-12.8%
O=S(=O)(Nc1ccc2nc(C(F)(F)F)[nH]c2c1)c1ccccc1,-1.0%,18.3%[7.6 µM],.,-9.6%,1.4%,3.2%[11.4 µM],2.2%[11.4 µM],2.5%,-2.3%,-0.1%,0.9%[7.66 µM]
Cn1c(NC(=O)c2ccco2)c(-c2ccccc2Cl)c(=O)c2ccccc21,-0.1%,3.3%,i,-1.1%,0.9%,0.0%,-1.2%,-6.8%,-1.4%,-1.4%,-5.5%
CC(=O)OC1CC[C@]2(C)C(CC(OC(C)=O)[C@@]3(C)C4=CC(=O)OC(c5ccoc5)[C@]4(C)CCC23)C1(C)C (stereo partly specified),-2.4%&-3.4%&-3.8%,.,.,-10.5%&21.0%&10.7%,0.2%&0.4%&-1.4%,.,.,.,0.7%,-1.6%&-3.5%&-5.2%,47.3%&50.0%&47.6%[activator]
COC(=O)COC(=O)CC(CC(N)=O)c1ccccc1 (stereo unspecified),-1.7%,0.3%,.,-1.3%,-0.7%,0.2%,-10.5%,0.5%,-2.3%,-2.1%,-5.2%
O=C(Nc1cccc(Cl)c1N1CCCC1)c1cc2ccccc2o1,-1.8%,?,i,31.9%[activator],-1.7%,25.1µM*,17.0%,-0.3%,-1.4%,0.1%,-12.8%
CCOC(=O)/C(C#N)=C1/C=CN(Cc2ccccc2)C=N1,-4.0%,6.4%,.,-13.0%,0.7%,2.8%,0.2%,1.5%,-1.0%,-0.6%,3.5%
Cc1noc(C)c1C(=O)NCCC1=CCCCC1,0.0%,-6.5%,?,-4.0%,-1.4%,21.0%,0.6%,1.9%,-8.9%,-0.3%,-5.0%
CCOC(=O)c1[nH]c(C)c(C(=O)Nc2ccc(C)c(Cl)c2)c1C,-2.3%,-8.2%,i,-5.0%,-0.8%,?,83.6%,-0.3%,1.5%,-1.2%,30.7%[activator]
CCCc1cc(-c2[nH]ncc2-c2ccc(C(=O)OCC)o2)c(O)cc1O,.,?,1.64e-08M*,6.4%,1.2%,-14.2%,51.9%,0.8%,2.8%,?,13.5%
C[C@@H](Nc1nc(-c2ccccc2)nc2c1oc1ccccc12)C(=O)O,2.9%,3.0%,i,9.7%,-7.2%,-4.3%,-15.0%,-3.1%,4.7%,-0.2%,?
CC1CN(c2c3c(nc4ncnn24)CCCC3)CC(C)O1 (stereo unspecified),2.7%,?,i,-9.1%,-3.5%,4.3%,-7.4%,0.3%,-3.5%,-4.0%,2.5%
COCCn1c(=O)c(C)nc2cnc(Oc3ccc(OC)cc3)nc21,-1.7%,?,i,-12.7%,-0.3%,31.6µM*,-0.2%,0.0%[11.4 µM],-2.0%,-3.0%,18.3%
Cc1ccc2c(c1)N(CCC(=O)NCc1ccc3c(c1)OCO3)C(=O)CO2,-1.9%,-22.5%,i,12.9%,0.4%,0.6%,0.2%,-0.4%,-0.9%,-0.1%,6.7%
CCOC(=O)c1c(NC(=O)CSc2nnnn2CC)sc(C)c1C,-3.5%,?,?,-19.5%,-1.5%,17.1%,4.4%,3.8%,-0.8%,-0.5%,-7.9%
COc1ccc2[nH]c(=O)c(CN(C)C(=O)COc3ccccc3)cc2c1,1.4%,-1.1%,1.8e-07M*,-2.5%,0.0%,-0.1%,2.8%,1.2%,0.5%,-1.4%,10.4%
CCOCCCNc1ncc2c(n1)CC(c1ccc(C)cc1)CC2=O (stereo unspecified),-0.2%,-3.5%,?,1.8%,-2.0%,?,156.3%,0.5%,-5.2%,0.3%,3.3%
# (cont.)
SMILES,Caspase-1 inhib,CRE-bla Fsk,A350 autofl,ERK AVP block,BRCT inh red,HEK293 cAMP cs,Tau filament bind,Luciferase inh,BRCT inh green,Caspase-7 inhib,USP2a inhib
CCOc1ccc2[nH]c(C)c(CN3CCN(CC)CC3)c(=O)c2c1,0.1%,?,?,-13.4%,0.8%,-0.7%,2.7%,-0.5%,-2.6%,-2.1%,-13.1%
Nc1nc2n(n1)C(c1ccco1)CC(c1ccccc1)N2 (stereo unspecified),-0.5%,?,?,-22.1%,-0.7%,3.6%,-13.7%,-2.1%,-2.2%,-1.7%,-0.8%
CC(=O)Nc1ccc(-c2cc(NC(C)=O)n(-c3ccccc3)n2)cc1,3.7%,0.3%,.,-28.7%,-1.9%,7.1%,-12.9%,-6.2%,0.3%,-0.7%,.
Cc1sc2nc(CSc3nnc(Cc4cccs4)n3C3CCCCC3)[nH]c(=O)c2c1C,-7.7%,?,i,7.5%,0.1%,18.1%,103.9%,3.5%,15.4%,-11.3%,27.5%
C=CCn1c(SCC(=O)N2CCOCC2)nc(O)c(Cc2ccccc2)c1=O,-0.6%,-3.9%,.,11.4%,0.9%,-1.4%,6.0%,-0.6%,-1.6%,-1.4%,-0.9%
COc1ccc(C(=O)NCCc2ccc(S(N)(=O)=O)cc2)cc1OC,-4.6%,?,.,1.3%,-1.4%,-5.1%[11.4 µM],8.9%[11.4 µM],-8.6%,0.5%,-4.4%,2.9%[7.66 µM]
COc1ncc2nc(-c3ccc(Cl)cc3)c(=O)n(CCC#N)c2n1,-3.5%,-0.4%,?,-6.2%,-0.9%,-16.1%,-4.2%,1.0%[11.4 µM],-2.5%,-9.7%,12.7%
O=C1N/C(=N/c2ccccn2)SC1Cc1ccccc1 (stereo unspecified),-2.3%,17.4%,.,-4.7%,-2.3%,27.5%,37.3%,3.0%,-1.9%,-0.1%,-2.0%
Cc1nc2cnc(OCc3ccccc3)nc2n(C)c1=O,-3.3%,?,i,-2.1%,0.4%,47.1%,7.0%,0.8%[11.4 µM],-1.8%,-3.3%,19.0%
Cc1ccc(S(=O)(=O)c2nc(Nc3nccs3)sc2Cl)cc1,-6.7%,.,.,.,-2.0%,22.1%,.,.,11.0%,-10.6%,.

# Bioassay records as filed in PubChem BioAssay.
